High-throughput results as filed in PubChem BioAssay.
CYP2C9 activ – CYP2C9 (human) activation; P11712; recombinant CYP2C9, luciferin-H conversion, luminescence; active compounds read high; factor 1 = untreated enzyme, 0 = blocked; activation factor at 5 µM; 96,000 compounds, 1.4% hits; AID 1024;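 active means activation factor of 2 or more for CYP2C9 at a 5 µM dose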;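 further: 0 = sulfaphenazole-blocked wells and 1 = vehicle-only wells; values of inactives mirror those of a sister screen read the other way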
Target sequence (P11712 whole entry, looked up): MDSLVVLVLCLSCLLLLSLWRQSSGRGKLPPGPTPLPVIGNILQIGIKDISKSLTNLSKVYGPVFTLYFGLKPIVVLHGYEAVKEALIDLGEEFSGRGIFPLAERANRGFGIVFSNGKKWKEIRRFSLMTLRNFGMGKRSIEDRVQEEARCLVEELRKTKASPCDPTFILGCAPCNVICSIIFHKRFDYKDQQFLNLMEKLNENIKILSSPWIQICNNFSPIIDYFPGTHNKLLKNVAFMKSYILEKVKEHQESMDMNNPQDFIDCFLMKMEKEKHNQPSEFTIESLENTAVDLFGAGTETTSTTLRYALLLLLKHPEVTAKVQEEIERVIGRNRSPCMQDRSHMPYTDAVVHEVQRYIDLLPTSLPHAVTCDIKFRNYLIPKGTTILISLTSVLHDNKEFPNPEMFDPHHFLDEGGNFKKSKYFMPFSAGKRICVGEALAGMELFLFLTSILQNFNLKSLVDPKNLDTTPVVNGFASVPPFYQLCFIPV
PostGolgi yeast – growth inhibition of a yeast mutant, post-Golgi transport screen | 98,000 compounds, 0.9% hits | post-Golgi transport phenotypic cell assay | inhibition, % at 10 µM;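 further: yeast cells grown in 1536-well plates; yeast grown about 18 h at 30C before absorbance read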
CYP2C9 inhib – blocks human cytochrome P450 2C9; P11712; CYP2C9 Supersomes, luciferin-H conversion, luminescence; inhibition, % at 5 µM; 96,000 compounds, 20% hits; AID 777;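 active means blocking of liver enzyme CYP2C9 beyond about 50% at 5 µM, limit read from the data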; further: values of inactives mirror those of a sister screen read the other way
PostGolgi ctrl – yeast control strain growth, post-Golgi counter-screen; efflux-deficient yeast background strain, growth absorbance A615, 16 h; inhibition, % at 10 µM; 98,000 compounds, 5% hits
E coli WT exp – blocks growth of wild type E. coli BW25113. OD600 absorbance. 98,000 compounds, 0.15% hits. growth inhibition, % at 100 µM;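 active means growth inhibition above about 50% at one test dose, limit read from the data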;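 further: growth measured after 20 h incubation at 37 °C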
hDAT+cocaine – human DAT dopamine uptake with cocaine, either direction | Q01959 | LLC-PK1 hDAT cells, [14C]-dopamine uptake with cocaine IC80; actives deviate in either direction | B-score at 10 µM | 110,000 compounds, 1.3% hits | AID 449768;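 active means Z score or B-score, a plate-position-corrected score, falls beyond the plate's 99.7% confidence bounds, in either direction; inactive means both scores lie inside the 99.7% bounds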;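 further: scored against the spread of the other compound wells on the same plate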
Target sequence (Q01959 whole entry, looked up): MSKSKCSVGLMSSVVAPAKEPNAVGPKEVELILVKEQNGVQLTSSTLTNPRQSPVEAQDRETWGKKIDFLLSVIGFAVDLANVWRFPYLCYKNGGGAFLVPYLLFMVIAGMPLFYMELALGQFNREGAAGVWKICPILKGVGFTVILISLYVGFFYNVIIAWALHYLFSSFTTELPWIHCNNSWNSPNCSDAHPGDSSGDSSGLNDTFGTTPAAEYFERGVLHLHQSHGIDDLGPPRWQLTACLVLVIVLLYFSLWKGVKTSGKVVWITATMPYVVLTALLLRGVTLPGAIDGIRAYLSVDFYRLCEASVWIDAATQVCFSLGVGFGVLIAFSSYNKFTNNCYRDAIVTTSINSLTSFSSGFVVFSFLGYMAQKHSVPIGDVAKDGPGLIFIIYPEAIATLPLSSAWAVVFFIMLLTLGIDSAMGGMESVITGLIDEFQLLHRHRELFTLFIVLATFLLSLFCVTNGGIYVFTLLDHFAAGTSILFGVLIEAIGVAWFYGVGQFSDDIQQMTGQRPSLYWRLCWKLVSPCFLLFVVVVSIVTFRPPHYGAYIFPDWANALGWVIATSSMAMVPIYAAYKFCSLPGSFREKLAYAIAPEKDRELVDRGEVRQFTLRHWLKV
* = called active by the depositor; · = not tested or not shown. Unless noted, no stated cut-off is given here; in the data, active means inhibition above about 30%; inactive means the rest.

SMILES	CYP2C9 activ	PostGolgi yeast	CYP2C9 inhib	PostGolgi ctrl	E coli WT exp	hDAT+cocaine
CCN(CC)CCCN1C(=O)C(=O)/C(=C(/O)c2ccc3c(c2)CC(C)O3)C1c1ccncc1 (stereo unspecified)	0.9	·	8.8	·	·	·
CCCn1c2c(c(O)c(C(=O)Nc3ccccn3)c1=O)CCCC2	1.1	·	-11.9	·	·	·
Cc1cc(C)c2nc(NC3=NCN(CCN4CCOCC4)CN3)nc(C)c2c1	1	·	1.6	·	·	·
Cc1cc(C)n(-c2nc(SCC(=O)NCC3CCCO3)c3c4c(sc3n2)CCCC4)n1 (stereo unspecified)	0.2	·	85.0*	·	·	·
O=C(CSc1ccc2nnc(-c3ccncc3)n2n1)N1CCc2ccccc21	0.5	·	50.4*	·	·	·
COc1ccc(-c2ccc(-c3noc(-c4ccc(OC)c(OC)c4)n3)c(OC)n2)cc1	1.1	·	-9.8	·	·	·
COCCCn1c(=NC(=O)c2ccc3c(c2)OCO3)c(C#N)cc2c(=O)n3cccc(C)c3nc21	0.9	·	5.7	·	·	·
CCOC(=O)c1ccc2c(c1)nc(COc1ccccc1C#N)n2CC	0.6	·	36.5	·	·	·
CCCCc1nc2ccccc2c(=O)n1NC(=O)c1c(O)c2cccc3c2n(c1=O)CCC3	0.5	·	53.2*	·	·	·
Cc1nc(NC2=NCN(Cc3ccco3)CN2)nc2ccccc12	1	·	-1.7	·	·	·
c1cnc(N2CCN(c3ncnc4c3oc3ccccc34)CC2)nc1	0.7	·	30.2	·	·	·
Cc1cccn2c(=O)c3cc(C(=O)NCCCN4CCOCC4)n(C)c3nc12	1.4	·	-36.4	·	·	·
O=C1c2oc3ccc(Br)cc3c(=O)c2C(c2cccnc2)N1Cc1ccco1 (stereo unspecified)	0.8	·	24.9	·	·	·
O=C(NC1CCCCCC1)c1c(O)c2cccc3c2n(c1=O)CCC3	1.1	·	-6.2	·	·	·
O=C1CCCCCN1CP(=O)(O)CN1CCOCC1	1	·	1.9	·	·	·
Cc1cccc(N2CCCn3c2nc2c3c(=O)n(CC(=O)OCc3ccccc3)c(=O)n2C)c1	0.8	·	16.2	·	·	·
Cc1ccc2nc3c(cc(C#N)c(=O)n3CCN3CCOCC3)c(=O)n2c1	0.9	·	7.2	·	·	·
CCOc1ccc(NC(=O)CN2CCC(NC(=O)C3CCCCC3)CC2)cc1	0.8	·	20.6	·	·	·
CSc1nc(N2CCN(CCO)CC2)c2sc3nc(-c4ccco4)c4c(c3c2n1)CCC4	1.1	·	-5.3	·	·	·
COc1ccc(/C(O)=C2/C(=O)C(=O)N(CCCN(C)C)C2c2cccnc2)cc1 (stereo unspecified)	1	·	-1.8	·	·	·
Clc1cccc(-c2nnc3sc(-c4ccc5c(c4)OCO5)nn23)c1	0.7	·	30.1	·	·	·
COc1ccc(OC)c(N/C(=N\c2nc(C)cc(C)n2)NC(=O)c2ccco2)c1	0.4	·	56.0*	·	·	·
CCOC(=O)c1cnn(-c2nc(C)nc3sc4c(c23)CCC4)c1N	1.2	·	-15.1	·	·	·
CCCCCOc1ccc(/C=c2\sc3ncnn3c2=O)cc1	1.2	·	-19.2	·	·	·
COc1ccc(N2CCn3c2nc2c3c(=O)n(CCN3CCOCC3)c(=O)n2C)cc1	1.1	·	-11.3	·	·	·

Reprinted from the entries so far, two compounds:
SMILES	CYP2C9 activ	PostGolgi yeast	CYP2C9 inhib	PostGolgi ctrl	E coli WT exp	hDAT+cocaine
c1cnc(N2CCN(c3ncnc4c3oc3ccccc34)CC2)nc1	0.7	·	30.2	·	·	·
Cc1cccn2c(=O)c3cc(C(=O)NCCCN4CCOCC4)n(C)c3nc12	1.4	·	-36.4	·	·	·

(list continues)
SMILES	CYP2C9 activ	PostGolgi yeast	CYP2C9 inhib	PostGolgi ctrl	E coli WT exp	hDAT+cocaine
COC(=O)c1ccc(CSc2ccc3nnc(-c4cccnc4)n3n2)o1	0.6	·	36.5	·	·	·
COc1nc2ccccc2cc1-c1noc(-c2cccnc2)n1	0.7	·	34.6	·	·	·
CCOC(=O)c1sc2ncn(/N=C/c3ccccn3)c(=O)c2c1C	1	·	-1.4	·	·	·
CN(C)CCCNc1c2c(c(C#N)c3nc4ccccc4n13)CCC2	0.9	·	7.3	·	·	·
CCN(CC)CCN1C(=O)C(O)=C(C(C)=O)C1c1ccccc1 (stereo unspecified)	1	·	-1.5	·	·	·
O=c1oc2c(CN3CCCCCC3)c(O)ccc2cc1-c1nc2ccccc2[nH]1	0.8	·	18.6	·	·	·
Cn1c(-c2nonc2NC(=O)c2ccc(C(C)(C)C)cc2)nc2ccccc21	1.1	·	-11.6	·	·	·
Cc1oc(-c2ccccc2Cl)cc1-c1nn2c(-c3ccco3)nnc2s1	1	·	1.2	·	·	·
C=CCn1c(=N)c(C(=O)OC)cc2c(=O)n3cccc(C)c3nc21	0.7	·	25.2	·	·	·
COc1ccc(C2c3c(oc4c(C)cc(C)cc4c3=O)C(=O)N2Cc2cccnc2)cc1OC (stereo unspecified)	1.1	·	-12.5	·	·	·
Cc1ccnc(SCCn2c(N3CCN(C)CC3)nc3c2c(=O)[nH]c(=O)n3C)n1	0.9	·	13.4	·	·	·
Cc1nc(N2CCN(C(c3ccccc3)c3ccccc3)CC2)nc2c1C(=O)CCC2	0.9	·	9.6	·	·	·
Cn1cnnc1SCC(=O)N1c2ccccc2-c2c(ssc2=S)C1(C)C	1	·	-4.7	·	·	·
CCn1c(=O)c(C(=O)Nc2cnccn2)c(O)c2ccccc21	1	·	-1.3	·	·	·
CCc1ccc(N2CCCn3c2nc2c3c(=O)n(CCN3CCOCC3)c(=O)n2C)cc1	0.9	·	6.7	·	·	·
COc1ccc2nc(C)c(C(=O)OCCN(C)C)cc2c1	1	·	0.9	·	·	·
Cc1oc(/N=C/c2c(O)ccc3ccccc23)c(C#N)c1C	0.8	·	19.9	·	·	·
CSC1=Nc2sc3c(c2C2=NCCN12)CCCC3	1	·	3.8	·	·	·
Cc1ccc(S(=O)(=O)c2cc3c(=O)n4cc(C)ccc4nc3n(CC3CCCO3)c2=N)cc1 (stereo unspecified)	1	·	1.4	·	·	·
Cc1nc2c(c(=O)n1Cc1ccco1)c1nc3ccccc3nc1n2Cc1ccccc1	0.4	·	61.7*	·	·	·
CCCn1c(C)cc(C(=O)CSc2nnc3n(CCC)c(=O)c4ccccc4n23)c1C	0.8	·	22.1	·	·	·
CCc1c(C)nc(N)n2c(SCC(=O)N3CCN(c4ccccc4OC)CC3)nnc12	0.8	·	20.4	·	·	·
Cc1nc(NC2=NCN(Cc3cccnc3)CN2)nc2c(C)cccc12	1.2	·	-15.4	·	·	·
Cc1cnc(C(=O)Nc2ccc(C(=O)N(C)C3CCCCC3)cc2)cn1	1	·	0.8	·	·	·
COc1cccc(-c2nnc3sc(-c4ccc(Cl)cc4)nn23)c1	0.3	·	65.6*	·	·	·

Record cards, from the list above:
`CCn1c(=O)c(C(=O)Nc2cnccn2)c(O)c2ccccc21` is entered as CYP2C9 activ = 1; PostGolgi yeast = ·; CYP2C9 inhib = -1.3; PostGolgi ctrl = ·; E coli WT exp = ·; hDAT+cocaine = ·
`CN(C)CCCNc1c2c(c(C#N)c3nc4ccccc4n13)CCC2` is entered as CYP2C9 activ = 0.9; PostGolgi yeast = ·; CYP2C9 inhib = 7.3; PostGolgi ctrl = ·; E coli WT exp = ·; hDAT+cocaine = ·
`COc1ccc2nc(C)c(C(=O)OCCN(C)C)cc2c1` is entered as CYP2C9 activ = 1; PostGolgi yeast = ·; CYP2C9 inhib = 0.9; PostGolgi ctrl = ·; E coli WT exp = ·; hDAT+cocaine = ·

The listing picks up, starting 2 compounds before the break.
SMILES	CYP2C9 activ	PostGolgi yeast	CYP2C9 inhib	PostGolgi ctrl	E coli WT exp	hDAT+cocaine
Cc1cnc(C(=O)Nc2ccc(C(=O)N(C)C3CCCCC3)cc2)cn1	1	·	0.8	·	·	·
COc1cccc(-c2nnc3sc(-c4ccc(Cl)cc4)nn23)c1	0.3	·	65.6*	·	·	·
CCOC(=O)c1cc2c(=O)n3ccccc3nc2n(Cc2ccccc2Cl)c1=N	0.4	·	56.8*	·	·	·
CCOC(=O)N1CCC(NC(=O)C(NC(=O)C2CCCCC2)C(C)C)CC1 (stereo unspecified)	1.1	·	-9.4	·	·	·
COC(=O)c1cc2c(=O)n3ccccc3nc2n(C)c1=N	1.2	·	-23.7	·	·	·
COc1ccc(-c2nsc3c(N4CCN(S(=O)(=O)c5ccccc5)CC4)ncnc23)cc1	0.8	·	20.1	·	·	·
CCn1cc(C(=O)NC2CC3CCC2C3)c(=O)c2ccc(C)nc21 (stereo unspecified)	1	·	2.5	·	·	·
COC(=O)c1ccccc1NC(=O)c1c(O)c2cccc3c2n(c1=O)CCC3	0.9	·	8.6	·	·	·
Cn1c(=O)c2c(nc(N3CCN(Cc4ccccc4)CC3)n2CCSc2ncccn2)n(C)c1=O	0.9	·	12.2	·	·	·
CCn1c2ccccc2c2cc(C3C(C#N)=C(N)OC4=C3C(=O)CC(C)(C)C4)ccc21 (stereo unspecified)	0.4	·	57.2*	·	·	·
O=C1CCCC2=C1C(c1c(Cl)nc3sccn13)C1=C(CCCC1=O)N2	0.7	·	34.9	·	·	·
CCN(CC)CCCN1C(=O)C(=O)/C(=C(/O)c2ccc(OC)c(Cl)c2)C1c1ccco1 (stereo unspecified)	1	·	1.3	·	·	·
Cc1ccc2nc(Nc3nc(=O)c4ccccc4n3C)nc(C)c2c1	1	·	2.6	·	·	·
Cc1nc(NC2=NCN(Cc3ccccc3)CN2)nc2ccccc12	1	·	-3.5	·	·	·
Cc1ccc2nc(NC3=NCN(CCc4ccccc4)CN3)nc(C)c2c1	1.1	·	-5.5	·	·	·
Cc1ccc2[nH]c(=O)c(CN(CC3CCCO3)C(=O)c3ccco3)cc2c1 (stereo unspecified)	0.9	·	5.0	·	·	·
Cn1c(SCC(=O)Nc2cc(=O)n(C)c(=O)n2C)nnc1-c1cccs1	1	·	3.3	·	·	·
O=c1c2c3c(sc2n2cnnc2n1C1CCCCC1)CCC3	0.9	·	14.3	·	·	·
O=C1CCCC2=C1C(c1ccccc1)C1=C(CCCC1=O)O2	1	·	3.1	·	·	·
CCc1cc(=O)oc2cc(OCC(=O)N3CCc4ccccc43)ccc12	0.9	·	7.0	·	·	·
CN(C)CCN1C(=O)c2oc3ccccc3c(=O)c2C1c1ccccc1 (stereo unspecified)	1	·	1.3	·	·	·
CCOC(=O)c1c(C)[nH]c(C(=O)COC(=O)c2cn(CC)c3nc(C)ccc3c2=O)c1C	0.8	·	21.7	·	·	·
Cc1cccn2c(=O)c3cc(C#N)c(=N)n(Cc4ccncc4)c3nc12	·	1.6	·	11.4	-12.0	·
Cc1nnc(NC(=O)CSc2nnc(Cc3cccn3C)n2-c2cccc(C)c2C)s1	·	3.2	·	6.4	4.0	·
O=C(Cn1cnc2c(nnn2Cc2ccccc2)c1=O)c1ccccc1	·	-8.2	·	-0.3	-6.0	·
O=C(Cn1cnc2c(nnn2Cc2ccccc2)c1=O)N1CCCc2ccccc21	·	-9.1	·	18.1	4.0	·
COc1ccc(NC(=O)C2CCN(S(=O)(=O)c3cccc4cccnc34)CC2)cc1OC	·	4.0	·	-3.9	-10.0	·
Additional compounds.
SMILES	CYP2C9 activ	PostGolgi yeast	CYP2C9 inhib	PostGolgi ctrl	E coli WT exp	hDAT+cocaine
Cn1c(Cn2c(=O)sc3ccccc32)nnc1SCC(=O)N1CCN(c2ccccc2)CC1	·	2.1	·	0.5	0.0	·
O=C(NC1CC1)C1=C[C@@H](c2ccc(C(F)(F)F)cc2)C[C@@H](OCc2ccc(CO)cc2)O1	·	·	·	·	·	1.91
O=C(Nc1ccc(-c2csc(Nc3cccc(C(F)(F)F)c3)n2)cc1)c1cc([N+](=O)[O-])cc(C(F)(F)F)c1	·	·	·	·	·	0.0021
O=C(NCc1ccc(Cl)cc1)C(=O)NCC1OCCN1S(=O)(=O)c1cccs1 (stereo unspecified)	·	·	·	·	·	0.197
C#CCOCCOCCOCCNc1nc(N2CCN(C(=O)Cn3cc(CCO)nn3)CC2)nc(N2CCN(C(=O)[C@H](C(C)C)n3cc(CCO)nn3)CC2)n1	·	·	·	·	·	-0.239
CN1CCN(C(=O)C2=C[C@H](c3ccc(Br)cc3)C[C@H](OCCCCO)O2)CC1	·	·	·	·	·	0.0383
CCOC(=O)c1c(NC(=O)CSc2nnc(-c3c[nH]c4ccccc34)n2CC)sc2c1CCCC2	·	·	·	·	·	-0.712
Cc1ccc(S(=O)(=O)n2[nH]c(=O)cc2NC(=O)c2cccs2)cc1	·	·	·	·	·	0.366
CCO[C@H]1OC(C(=O)NC2CC2)=C[C@@H](C)[C@@H]1CCCO	·	·	·	·	·	-0.00884

This is a subset (hit frequency here may not be typical).
